BL2 CD40 inh: inhibitors of CD40-induced NF-kB signaling, primary screen, BL2 cells, luciferase reporter, single point; AID 1053188, 2014; inhibition, % at 10 µM; CD40L-induced, 4 h; 0.94% of 83,000 active;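 active = mean inhibition of at least 50% with a set share of replicates also reaching that level; inconclusive = no clear call, values can overlap the other calls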;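 note: 0% = neutral control wells and 100% = IKK inhibitor VII at 50 µM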
Numbers without * were called inactive; [ ] = dose if it differs, or a comment.

COc1cc(-c2csc(NC3CCCCC3)n2)cc(OC)c1OC was read as BL2 CD40 inh 0.
For CC1=NNC(=O)c2ccccc2O1 the results were BL2 CD40 inh 1.
O=C(/C=C/c1ccco1)Nc1nc(-c2ccccn2)cs1 was read as BL2 CD40 inh -8.
Screening Cn1c(SCC(=O)Nc2cccc(S(=O)(=O)NC3=NCCCCC3)c2)nnc1-c1ccncc1 returned BL2 CD40 inh 7.
For c1coc(-c2nnc3sc(-c4cccs4)nn23)c1 the results were BL2 CD40 inh -3.
Screening C[C@H](CO)N1C[C@H](C)[C@@H](CN(C)Cc2ccc(Oc3ccccc3)cc2)OCc2ccccc2-c2ccccc2C1=O returned BL2 CD40 inh 69*[25 µM].
Cn1c(=O)n(C)c2cc(NC(=O)COc3ccc(F)cc3)ccc21 was read as BL2 CD40 inh 15.
C[C@H](NC(=O)C[C@@H]1C=C[C@@H](NC(=O)c2cccnc2)[C@H](CO)O1)c1ccccc1 was read as BL2 CD40 inh 6[25 µM].
For CN1CCN(C(=O)C[C@H]2C[C@H]3c4cc(NC(=O)C5CCC5)ccc4O[C@H]3[C@@H](CO)O2)CC1 the results were BL2 CD40 inh 2[25 µM].
O=C(Nc1nc2ccccc2[nH]1)C1CCCO1 (stereo unspecified) was read as BL2 CD40 inh -51.
Screening Cc1cc(C(=O)Cn2nnc(-c3ccc(Cl)cc3)n2)c(C)n1CC1CCCO1 (stereo unspecified) returned BL2 CD40 inh 15.
For CC(C)CN(C(=O)COC(=O)CCc1nc2ccccc2s1)c1c(N)n(Cc2ccccc2)c(=O)[nH]c1=O the results were BL2 CD40 inh 8.
For COc1cccc(/C=N/Nc2ccc(C(=O)O)cc2)c1O the results were BL2 CD40 inh 96*.
`CCOC(=O)c1c(C)[nH]c(C(=O)COC(=O)c2c(CC)noc2C)c1C` gave BL2 CD40 inh 0.
`CCCNC(=O)Nc1ccc2c(c1)C(=O)N(C)C[C@@H](OC)[C@H](C)CN(C(=O)C1CCC1)[C@H](C)CO2` gave BL2 CD40 inh -6.
Screening O=S(=O)(/N=C(/Nc1cccc2ccccc12)c1ccc(F)cc1)c1ccccc1 returned BL2 CD40 inh -3.
Screening CN1CCc2c(sc(NC(=O)c3ccc4ccccc4c3)c2C(N)=O)C1 returned BL2 CD40 inh -119.
`CN(Cc1ccccc1)C(=O)COc1ccc(N(C)S(=O)(=O)c2ccc(F)cc2)cc1` gave BL2 CD40 inh 4.
O=C(NCC[C@H]1CC[C@@H](NC(=O)C2CCCC2)[C@@H](CO)O1)c1cnccn1 was read as BL2 CD40 inh 2.
For O=C(COC(=O)c1ccc(Cl)cc1[N+](=O)[O-])NNC(=O)c1cccs1 the results were BL2 CD40 inh -4.
Screening Clc1cccc(CNc2ccn3nc(-c4cccs4)cc3n2)c1 returned BL2 CD40 inh -42.
Screening O=C(C1CC1)N1CCc2cc(S(=O)(=O)N3CCOCC3)ccc21 returned BL2 CD40 inh -21.
O=C(c1ccccc1F)N1CC[C@@H]2[C@H](CO)Nc3ccc(C#Cc4ccccc4)cc3[C@@H]21 was read as BL2 CD40 inh -5.
C[C@H]1CN([C@@H](C)CO)C(=O)c2ccccc2-c2ccccc2CO[C@H]1CN(C)C(=O)CCC(F)(F)F was read as BL2 CD40 inh -23[25 µM].
Screening CS(=O)(=O)N(CC(=O)NCCSC1CCCCC1)c1ccccc1 returned BL2 CD40 inh 10.
`COc1ccc(S(=O)(=O)Nc2cccc3c2O[C@H](CN(C)CC2CCCCC2)[C@H](C)CN([C@H](C)CO)C3=O)cc1` gave BL2 CD40 inh 3[25 µM].
`Cc1cc(C)nc(Sc2c(C)nn(-c3ccccc3)c2C)n1` gave BL2 CD40 inh -2.
Cc1nnc(C)n1N1C(=O)c2cccc3cccc(c23)C1=O was read as BL2 CD40 inh 1.
C/C(CCC(C)C)=N\NC(=S)NCc1ccccc1 was read as BL2 CD40 inh -8.
Cn1ncc(C(=O)N=S(C)(=O)c2ccccc2)c1[N+](=O)[O-] (stereo unspecified) was read as BL2 CD40 inh 10.
For O=C(c1ccco1)N1CCCC(c2ccccc2)C1 (stereo unspecified) the results were BL2 CD40 inh 1.
For c1ccc(Sc2ncnc3c2oc2ccccc23)cc1 the results were BL2 CD40 inh -109.
Screening COc1ccc(NC(=O)Nc2ccc3c(c2)C(=O)N([C@H](C)CO)C[C@H](C)[C@@H](CN(C)C(=O)Nc2ccc(F)cc2)OCCCC[C@H](C)O3)cc1 returned BL2 CD40 inh -2.
For CCOC(=O)C1=C(COC(=O)/C=C/c2cccc([N+](=O)[O-])c2)NC(=O)NC1C (stereo unspecified) the results were BL2 CD40 inh 6.
O=C(Nc1c2c(nn1-c1ccccc1)CS(=O)(=O)C2)c1cccs1 was read as BL2 CD40 inh 18.
CN(C)S(=O)(=O)N1CCc2ccccc21 was read as BL2 CD40 inh 8.
Screening Cc1ccc(-c2ccc([C@@H]3[C@H](CO)N4CCCCN(Cc5cncnc5)C[C@@H]34)cc2)cc1 returned BL2 CD40 inh -31[25 µM].
For CCN1CCN(S(=O)(=O)c2ccc(OC)c(NC(=O)c3ccccc3F)c2)CC1 the results were BL2 CD40 inh 8.
`CCCCCc1c(O)nc(SCCN(C)C)[nH]c1=O` gave BL2 CD40 inh 4.
C[C@@H](NC(=O)C[C@H]1C[C@@H]2c3cc(NC(=O)c4ccc5c(c4)OCO5)ccc3O[C@@H]2[C@@H](CO)O1)c1ccccc1 was read as BL2 CD40 inh -4[25 µM].
`O=C(Nc1ccccc1)c1cccc(S(=O)(=O)N2CCCCC2)c1` gave BL2 CD40 inh -4.
Screening CN(CCNC(=O)c1ccc(N2CCCC2=O)cc1)CCc1ccccc1 returned BL2 CD40 inh -7.
For O=C(Nc1ccc(CN2CCOCC2)cc1)c1cc2ccccc2o1 the results were BL2 CD40 inh -16.
CC(C)c1ccc(S(=O)(=O)N2CCN(CC(=O)Nc3ccc(Cl)cc3F)CC2)cc1 was read as BL2 CD40 inh 9.
Screening C[C@@H]1CN([C@@H](C)CO)S(=O)(=O)c2ccc(C#CC(C)(C)O)cc2O[C@H]1CN(C)Cc1ccc(F)cc1 returned BL2 CD40 inh 10[25 µM].
Screening O=C(CSc1nc2[nH]ncc2c(=O)[nH]1)Nc1cccc([N+](=O)[O-])c1 returned BL2 CD40 inh 14.
Screening CC(=O)N(C)C[C@@H]1Oc2ccc(NS(C)(=O)=O)cc2C(=O)N(C)C[C@@H]1C returned BL2 CD40 inh -1.
`CN1[C@@H]2c3ccc(-c4cccnc4)c(=O)n3C[C@@H]2[C@@H](CO)[C@@H]1C(=O)NC1Cc2ccccc2C1` gave BL2 CD40 inh 16[25 µM].
For Cc1ccc(C)c(NC(=O)CN(C)C(=O)c2cccc(-n3cccc3)c2)c1 the results were BL2 CD40 inh -5.
Screening CCN1CC(CN(C)Cc2nc(-c3ccc(Cl)cc3)no2)CC1=O (stereo unspecified) returned BL2 CD40 inh 2.
Screening COc1ccc(CNC(=O)C2CCN(C(=O)c3ccc(F)cc3)CC2)cc1OC returned BL2 CD40 inh 3.
For COc1ccc2c(c1)c(=O)oc1cc3occ(C(C)(C)C)c3cc12 the results were BL2 CD40 inh -3.
Screening CCN(CC(=O)NCCCn1ccnc1)S(=O)(=O)c1ccc(C)cc1 returned BL2 CD40 inh 0.
`CCCC(C)NC(=O)Cc1ccccc1[N+](=O)[O-]` (stereo unspecified) gave BL2 CD40 inh -2.
Screening CCCn1nc(C(=O)NNC(=O)CCOc2ccccc2OCC)c2ccccc2c1=O returned BL2 CD40 inh -1.
For COCC(=O)N1CC(=O)N2[C@@H](CO)[C@H](c3ccc(-c4ccccc4F)cc3)[C@@H]2C1 the results were BL2 CD40 inh -16[25 µM].
For CCOC(=O)c1cnc(SCC#N)nc1N the results were BL2 CD40 inh 1.
`Cc1cccc(NC(=S)NC(=O)c2ccc(Br)o2)c1C` gave BL2 CD40 inh -18.
`COc1ccc(OCCNC(=O)CCCO)cc1` gave BL2 CD40 inh 5.
`O=C(COC(=O)c1ccc(S(=O)(=O)N2CCOCC2)cc1)NC1CCCCCCC1` gave BL2 CD40 inh 5.
`O=C(NCc1ccccc1)c1noc2c1CCCC2` gave BL2 CD40 inh -36.
For Cc1ccc(S(=O)(=O)N2CCOCC2)cc1NC(=O)COC(=O)CCOc1ccc(C(C)(C)C)cc1 the results were BL2 CD40 inh -23.
`CN1CCc2c(sc3c2C(=O)NC(c2cccs2)N3)C1` (stereo unspecified) gave BL2 CD40 inh -94.
For Cn1ncc(C#N)c1/N=C/N1CCCCC1 the results were BL2 CD40 inh 4.
CN1CCCCN2[C@H](CO)[C@@H](c3ccc(C#CC4(O)CCCC4)cc3)[C@H]2C1 was read as BL2 CD40 inh -7[25 µM].
`O=C(CNC(=O)c1ccco1)NCc1nc2ccccc2[nH]1` gave BL2 CD40 inh 1.
Screening OC(Cn1nnc2ccccc21)Cn1c(C(F)(F)F)nc2ccccc21 (stereo unspecified) returned BL2 CD40 inh -4.
`COC(=O)CC1C(=O)NCCN1Cc1cn(-c2ccc(C)cc2)nc1-c1cccc(C)c1` (stereo unspecified) gave BL2 CD40 inh -34.
Screening CN(Cc1ccc(Cl)c(Cl)c1)C(=O)CN1C(=O)NC2(CCCC2)C1=O returned BL2 CD40 inh 2.
`CCCCN(C(=O)Cc1ccc(S(=O)(=O)N2CCOCC2)s1)c1c(N)n(CC(C)C)c(=O)[nH]c1=O` gave BL2 CD40 inh 14.
`CC1(C(=O)Nc2cccc(NS(C)(=O)=O)c2)CCN1Cc1ccccc1OC(F)F` (stereo unspecified) gave BL2 CD40 inh -4.
Cc1nc(Cl)cc(CS(=O)(=O)c2ccc(Cl)cc2)n1 was read as BL2 CD40 inh 18.
Screening N#Cc1ccc(OC(=O)Cc2ccsc2)cc1 returned BL2 CD40 inh 10.
Screening Cc1cc(C)n2nc(C(=O)OCC(=O)c3cc(C)n(C)c3C)nc2n1 returned BL2 CD40 inh 8.
Screening O=C(NCc1ccccn1)c1cccc(NS(=O)(=O)c2ccc(Br)cc2)c1 returned BL2 CD40 inh 2.
CN(C)C(=O)c1ccc(-c2ccc3c(c2)[C@@H]2[C@@H](CCN2C(=O)c2ccc(F)cc2)[C@H](CO)N3C)cc1 was read as BL2 CD40 inh -29[25 µM].
Screening O=C(CCCN1C(=O)/C(=C\c2cccs2)SC1=S)Nc1ccccc1O returned BL2 CD40 inh -1.
Screening N#C[C@@H]1[C@@H](c2ccc(C#CC3CCCCC3)cc2)[C@H](CO)N1C(=O)Nc1ccc(F)cc1 returned BL2 CD40 inh inconclusive.
O=C(C[C@H]1C[C@H]2c3cc(NC(=O)Cc4ccncc4)ccc3O[C@H]2[C@H](CO)O1)NCc1cc(F)ccc1F was read as BL2 CD40 inh -8[25 µM].
CCOc1cc(/C=C2\N=C(C)OC2=O)cc(Br)c1OCCc1ccccc1 was read as BL2 CD40 inh 17.

Random excerpt: 5 records from the list, in no set order.
Cc1nc(Cl)cc(CS(=O)(=O)c2ccc(Cl)cc2)n1 was read as BL2 CD40 inh 18.
`CC1(C(=O)Nc2cccc(NS(C)(=O)=O)c2)CCN1Cc1ccccc1OC(F)F` (stereo unspecified) gave BL2 CD40 inh -4.
Screening CN(Cc1ccc(Cl)c(Cl)c1)C(=O)CN1C(=O)NC2(CCCC2)C1=O returned BL2 CD40 inh 2.
`COC(=O)CC1C(=O)NCCN1Cc1cn(-c2ccc(C)cc2)nc1-c1cccc(C)c1` (stereo unspecified) gave BL2 CD40 inh -34.
CN(C)C(=O)c1ccc(-c2ccc3c(c2)[C@@H]2[C@@H](CCN2C(=O)c2ccc(F)cc2)[C@H](CO)N3C)cc1 was read as BL2 CD40 inh -29[25 µM].

Back to the main list, repeating the five entries before the break.
CN(C)C(=O)c1ccc(-c2ccc3c(c2)[C@@H]2[C@@H](CCN2C(=O)c2ccc(F)cc2)[C@H](CO)N3C)cc1 was read as BL2 CD40 inh -29[25 µM].
Screening O=C(CCCN1C(=O)/C(=C\c2cccs2)SC1=S)Nc1ccccc1O returned BL2 CD40 inh -1.
Screening N#C[C@@H]1[C@@H](c2ccc(C#CC3CCCCC3)cc2)[C@H](CO)N1C(=O)Nc1ccc(F)cc1 returned BL2 CD40 inh inconclusive.
O=C(C[C@H]1C[C@H]2c3cc(NC(=O)Cc4ccncc4)ccc3O[C@H]2[C@H](CO)O1)NCc1cc(F)ccc1F was read as BL2 CD40 inh -8[25 µM].
CCOc1cc(/C=C2\N=C(C)OC2=O)cc(Br)c1OCCc1ccccc1 was read as BL2 CD40 inh 17.
`CC1(C)CC(=Cc2ccccc2[N+](=O)[O-])C(=O)c2ccccc21` gave BL2 CD40 inh -21.
For CCC(C)c1ccccc1N1CC(C(=O)Nc2ccc(N3CCOCC3)cc2)CC1=O (stereo unspecified) the results were BL2 CD40 inh 3.
For CO[C@H](CN(C)S(=O)(=O)c1ccc(F)cc1)[C@H](C)CN(C(=O)Nc1ccccc1F)[C@H](C)CO the results were BL2 CD40 inh -22.
Screening C[C@@H]1CN([C@@H](C)CO)C(=O)CCCn2cc(nn2)CO[C@H]1CN(C)C(=O)c1ccncc1 returned BL2 CD40 inh 3[25 µM].
`COc1cccc(COC(=O)C2CC(=O)N(Cc3ccc(C)cc3)C2)c1OC` (stereo unspecified) gave BL2 CD40 inh -2.
`O=C(c1ccccc1)c1ccc(OCC(O)CN2CCN(Cc3ccccc3)CC2)cc1` (stereo unspecified) gave BL2 CD40 inh 6.
For CCOc1ccc(-n2c(SCC(=O)NCc3ccco3)nc3ccccc3c2=O)cc1 the results were BL2 CD40 inh 0.
`O=Nc1c(O)ccc2cc(S(=O)(=O)O)ccc12` gave BL2 CD40 inh -11.
Screening C[N+](C)(C)CCNC(=O)c1c(O)c2c([nH]c1=O)CCCC2 returned BL2 CD40 inh 11.
Screening CC(=O)Nc1c(NC(C)(C)C)c2ccccc2oc1=O returned BL2 CD40 inh 11.
For Cc1cccc(-c2ccc([C@@H]3[C@@H](CO)N4CCCCN(CCC(F)(F)F)C[C@@H]34)cc2)c1 the results were BL2 CD40 inh -1[25 µM].
Clc1ccc(Br)c(-c2nc3ccccc3[nH]2)c1 was read as BL2 CD40 inh 7.
For O=S(=O)(Nc1cccc(-c2ccc(N3CCOCC3)nn2)c1)c1ccc(Cl)c(Cl)c1 the results were BL2 CD40 inh -32.
Screening CCC(=O)Nc1ccc(OCc2nnc3c4ccccc4c(C)nn23)cc1 returned BL2 CD40 inh -8.
`O=C(Nc1ccc2nc(N3CCOCC3)sc2c1)c1cc2ccccc2o1` gave BL2 CD40 inh -42.

Not all compounds are listed; rates above refer to the full screens.
